S1P2 blocker: blocks the human S1P2 receptor. inhibition, % at 5 µM. cell-based S1P2 antagonist assay, inhibition at 5 uM. AID 736. O95136. hit rate 0.21% among 97,000; in the data active = inhibition above about 45%;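 note: CRE beta-lactamase reporter cells expressing human S1P2 stimulated with S1P; 0% = agonist at EC80 alone and 100% = agonist plus reference antagonist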
Target sequence (O95136 whole entry, looked up): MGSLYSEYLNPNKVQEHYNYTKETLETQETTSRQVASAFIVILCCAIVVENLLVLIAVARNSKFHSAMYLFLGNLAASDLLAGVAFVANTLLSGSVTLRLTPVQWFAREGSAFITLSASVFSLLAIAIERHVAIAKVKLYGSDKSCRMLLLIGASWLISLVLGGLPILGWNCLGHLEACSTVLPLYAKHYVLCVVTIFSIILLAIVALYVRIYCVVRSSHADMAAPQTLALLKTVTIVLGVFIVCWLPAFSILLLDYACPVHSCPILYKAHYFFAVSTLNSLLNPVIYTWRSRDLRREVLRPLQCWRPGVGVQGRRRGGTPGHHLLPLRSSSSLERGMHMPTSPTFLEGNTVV
Rev-RRE block: inhibitors of HIV-1 Rev-RRE RNA interaction; Rev peptide-RRE RNA binding, FRET; inhibition, % at 8 µM; hit rate 0.79% among 97,000; P05866;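 active = inhibition above the screen-wide mean plus 3 SD, cut at about 35% in these data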;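 note: 0% = median DMSO wells and 100% = median Neomycin B control wells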
Target sequence (P05866 whole entry, looked up): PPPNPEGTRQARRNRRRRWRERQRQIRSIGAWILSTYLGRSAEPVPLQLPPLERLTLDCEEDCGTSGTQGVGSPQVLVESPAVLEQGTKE
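Test system: Cy5-tagged RRE RNA duplex with fluorescein-tagged Rev peptide | Read-out: % inhibition of FRET ratio versus controls | Probe or stimulus: Labelled Rev peptide | Incubation: 5 min RNA-compound premix plus 15 min binding step, 25 °C | Technique: FRET fluorescence readout | Benchmarks: DMSO low control, neomycin B high control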
S1P2 ag: activates the human S1P2 receptor | O95136 | S1P2-expressing cell line, agonist reporter read-out | activation, % at 4.5 µM | hit rate 0.46% among 97,000 | AID 729; in the data active = activation above about 16%;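 note: 0% = vehicle low control and 100% = maximal reference agonist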
PLK1 PBD inh: blocks phosphopeptide binding to human Plk1 polo box domain | P53350 | Plk1 PBD phosphopeptide binding, fluorescence polarization | inhibition, %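 (tested at about 20 µM)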 | hit rate 0.13% among 97,000; in the data active = inhibition above about 34%, passing the limit was not always enough
Target sequence (P53350 whole entry, looked up, the tested form may be a part): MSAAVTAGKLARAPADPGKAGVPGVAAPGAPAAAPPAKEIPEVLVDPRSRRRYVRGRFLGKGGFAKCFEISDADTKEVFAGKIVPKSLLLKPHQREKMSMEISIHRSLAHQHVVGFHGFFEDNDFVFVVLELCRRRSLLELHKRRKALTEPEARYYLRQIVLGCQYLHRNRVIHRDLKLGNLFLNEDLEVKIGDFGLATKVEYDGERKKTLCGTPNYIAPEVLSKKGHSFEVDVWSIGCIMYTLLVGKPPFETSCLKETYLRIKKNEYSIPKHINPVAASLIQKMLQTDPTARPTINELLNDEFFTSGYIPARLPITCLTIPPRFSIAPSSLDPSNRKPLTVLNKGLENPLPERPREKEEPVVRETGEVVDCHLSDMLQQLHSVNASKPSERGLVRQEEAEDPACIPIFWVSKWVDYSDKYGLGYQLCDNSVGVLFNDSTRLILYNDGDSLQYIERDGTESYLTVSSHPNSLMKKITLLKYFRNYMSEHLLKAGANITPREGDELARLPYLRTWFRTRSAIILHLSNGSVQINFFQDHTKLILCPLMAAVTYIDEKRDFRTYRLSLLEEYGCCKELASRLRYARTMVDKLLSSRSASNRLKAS
MT1-MMP txn act: activates MT1-MMP transcription | activation factor at 10 µM | HT1080 MT1-MMP promoter luciferase reporter, luminescence, overnight; stronger effect = higher value | hit rate 0.16% among 86,000 | AID 750;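 active = activation factor of at least 2 for MT1-MMP transcription at 10 µM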
FAK blocker: inhibitors of human focal adhesion kinase; Q05397; biochemical FAK kinase activity assay; inhibition, %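 (tested at 7 µM)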; hit rate 0.84% among 97,000; in the data active = inhibition above about 19%;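 note: 0% = DMSO and 100% = reference compound high control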
EphB4 ephrin blk: antagonists of human EphB4-ephrin-B2 interaction | EphB4 LBD / TNYL-RAW-Alexa532 peptide, fluorescence polarization | P54760 | AID 720 | inhibition, % at 7 µM | hit rate 0.15% among 97,000;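 active = inhibition above the screen-wide mean inhibition plus 3 SD, cut at about 15% in these data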;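 note: 0% = DMSO wells and 100% = excess unlabeled TNYL-RAW peptide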
PLAP activator: activators of human placental alkaline phosphatase | activation fold at 20 µM | hit rate 1.2% among 96,000 | purified PLAP enzyme, luminescent substrate read-out; stronger effect = higher value | P05187; in the data active = activation fold above about 2
PLK1 kinase inh: blocks human PLK1 kinase activity; P53350; recombinant PLK1 kinase, TR-FRET peptide phosphorylation; hit rate 0.53% among 97,000; inhibition, % at 10 µM;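 active = inhibition of 50% or more in the single-concentration screen; inactive = inhibition below 50%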;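 note: 0% = DMSO max control and 100% = H-89 dihydrochloride min control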
Active calls of the source: *; i = inactive; x = no result given.

SMILES | S1P2 blocker | Rev-RRE block | S1P2 ag | PLK1 PBD inh | MT1-MMP txn act | FAK blocker | EphB4 ephrin blk | PLAP activator | PLK1 kinase inh
Cc1ccc(NC(=O)C2CCN(C(=O)NC3CCCCC3)CC2)cc1Cl | 1 | -2 | -5 | -23 | 1 | -1 | -3 | 1 | -10
COc1nc(C)ccc1-c1noc(-c2ccccn2)n1 | 4 | 3 | 1 | 10 | 0.9 | 2 | 4 | 1.1 | -14
CC(NC(=O)NCCCn1ccnc1)(C(F)(F)F)C(F)(F)F | 16 | 6 | -6 | -3 | 1.1 | 0 | 1 | 0.8 | 3
O=C(CSc1nnc(COc2ccccc2Cl)o1)NC(=O)NC1CCCC1 | -11 | 13 | -5 | 15 | 1.7 | 23* | -3 | 1.2 | -9
CCOC(=O)CCCCC(=O)c1[nH]c(=O)[nH]c1CSc1nc(-c2ccccc2)c(C#N)c(=O)[nH]1 | 7 | -2 | -6 | -17 | 1 | -14 | -1 | 1.7 | -6
Cc1cc(C)c(S(=O)(=O)N2CCN(CCO)CC2)c(C)c1 | 15 | 4 | -3 | -8 | 1 | 2 | -2 | 1 | -11
COc1ccccc1NC(=O)COC(=O)[C@@H]1CCCN1C(=O)c1cccs1 | -10 | 7 | -10 | 26 | x | -2 | 1 | 1 | -9
COc1cccc(NC(=O)NCCCSC2CCCCC2)c1 | 9 | 5 | -6 | 7 | 1.3 | -3 | 1 | 0.9 | -13
Cn1nc(OC(=O)Nc2ccc(Cl)cc2)cc1C(F)(F)F | -14 | 6 | 1 | -15 | 1.4 | -1 | 0 | 1 | -6
O=C(OCc1cc(-c2ccccc2)no1)c1ccc2ccccc2n1 | 16 | 10 | -8 | 8 | 1 | -4 | 3 | 1 | -8
Cc1cccc(C)c1NC(=O)C1(N(Cc2ccco2)C(=O)CC2NC(=O)NC2=O)CCCC1 (stereo unspecified) | -7 | 4 | -3 | -3 | 1.1 | -4 | -4 | 1.1 | -8
CCO/C=N/c1c(C#N)c2c(c(=S)n1C)COC(C)(C)C2 | 4 | 0 | 1 | -3 | 1.2 | 0 | 4 | 1.1 | -9
Nn1c(SCC(=O)Nc2ccccc2F)nc2ccccc2c1=O | 5 | 1 | -8 | 23 | 1.1 | -1 | -5 | 0.9 | -12
C/C(N)=C(/C#N)C(=O)COc1ncnc2ccc(Br)cc12 | -12 | 4 | -3 | 28 | 1.1 | 4 | 11 | 1 | -13
O=C(NCc1ccccn1)Nc1ccc2c(c1)OCO2 | -5 | 2 | -6 | -33 | 1.3 | 1 | 0 | 1 | -9
COc1cc2ccccc2cc1C(=O)Nc1ccccc1N1CCN(S(C)(=O)=O)CC1 | 39 | 3 | -4 | -9 | 1.3 | 2 | 0 | 1.2 | -11
O=c1c2ccccc2nnn1CSc1nc2sc3c(c2c(=O)n1CC1CCCO1)CCC3 (stereo unspecified) | 14 | 1 | -10 | 21 | 1 | 7 | 0 | 1.8 | 7
COC(=O)c1[nH]c2ccc(C)cc2c1NC(=O)CN1CCC(C)CC1 | -6 | 5 | -1 | 5 | 1.2 | 3 | -4 | 1 | -14
CCC(Nc1nc(-c2ccccc2)nc2ccccc12)C(=O)O (stereo unspecified) | -3 | 8 | -3 | 5 | 1.1 | -1 | 5 | 1.7 | -3
O=C(CN(C1CCCCC1)S(=O)(=O)c1ccc(F)cc1)Nc1ccc2c(c1)OCO2 | -11 | 17 | -7 | -8 | 1.2 | 0 | -3 | x | -7
O=C(c1ccc(COc2ccc(Cl)cc2)o1)N1CCN(Cc2ccc3c(c2)OCO3)CC1 | -23 | 0 | -1 | -11 | 1.1 | -1 | -6 | 1.4 | -5
COC(=O)CON1C(=O)c2ccccc2C1=O | -24 | 6 | -3 | -12 | 1.1 | 5 | -3 | 1.1 | -2
CCOCC(=O)NCc1ccc2c(c1)OCO2 | 16 | 4 | -3 | 23 | 1 | 4 | -9 | 1 | 2
CC1CN(C(=O)CN2C(=O)NC3(CCCCCCC3)C2=O)CC(C)O1 (stereo unspecified) | -6 | 2 | -8 | 3 | 1.2 | -3 | 2 | 0.9 | -1
CC(C)Oc1ccc(N2CC(C(=O)Nc3ccc(N4CCOCC4)cc3)CC2=O)cc1 (stereo unspecified) | -1 | -3 | -5 | 0 | 1.3 | 0 | 6 | x | -5

(more compounds)
SMILES | S1P2 blocker | Rev-RRE block | S1P2 ag | PLK1 PBD inh | MT1-MMP txn act | FAK blocker | EphB4 ephrin blk | PLAP activator | PLK1 kinase inh
CCc1ccc(C2=NN(C(=O)OC)C(O)(C(F)(F)F)C2)cc1 (stereo unspecified) | 8 | -5 | 0 | -10 | x | -6 | -14 | 1.1 | -6
Cc1cc(O)c(C(C)C)cc1NC1=NS(=O)(=O)c2ccccc21 | 17 | 10 | -3 | 21 | 1.1 | 1 | 4 | 0.9 | -5
O=c1c2ccccc2c(-c2ccccc2)nn1-c1cc(Cl)ccc1[N+](=O)[O-] | -1 | 6 | -8 | -24 | x | 4 | 5 | 1 | -4
O=C(/C=C/c1cccs1)NC(=S)NNC(=O)Cc1cccs1 | 11 | 0 | -8 | 18 | 1.2 | -1 | 0 | x | -10
COc1ccccc1NC(=O)CSc1nnnn1-c1ccc2c(c1)OCO2 | 9 | 5 | -5 | 16 | 1.1 | 3 | -8 | 0.9 | -12
CCN(CC)C(=O)c1scc2c1OCCO2 | 3 | 3 | -2 | 6 | 1 | -1 | 0 | 1.1 | -7
Cn1cnc(S(=O)(=O)N2CCc3ccccc32)c1 | 20 | 7 | -2 | 9 | 1 | -2 | 6 | 1 | -4
CSc1cccc(NC(=O)Nc2ccc(Cl)cc2)c1 | -8 | 1 | -4 | -3 | 1.4 | 5 | 0 | 1 | -10
CCOc1ccc(-c2nc(C#N)c(NCc3ccc4c(c3)OCO4)o2)cc1 | -4 | 4 | -1 | -11 | 1.3 | -8 | -1 | 1.2 | 2
O=C(COc1ccccc1O)Nc1ccccc1Cl | 8 | 1 | -7 | 19 | 1.6 | 3 | 5 | 1.2 | -16
CCOc1ccc(NC(=O)CSc2nnc(C)n2CCCOC)cc1 | 19 | 2 | -4 | -10 | 1 | 2 | -5 | 1 | -1
CCCN(CCC)CCNC(=O)c1cc2c(=O)n(C)c3ccccc3c2n1C | 2 | 4 | 0 | -3 | 1.2 | 4 | -7 | 1.6 | -8
CC1CCN(C(=O)c2cc3nc(-c4ccccc4)cc(-c4ccccc4)n3n2)CC1 | -50 | 3 | 6 | 16 | 1 | 1 | -6 | 1.6 | 2
COc1ccc(C(=O)NCCSCc2ccco2)cc1OC | 6 | 6 | -6 | -28 | 1.1 | 0 | 2 | 0.8 | -7
Cc1cc(C)c2nc(SCC(=O)Nc3ccccc3N3CCOCC3)c(C#N)cc2c1 | -7 | 8 | -1 | -12 | 1.2 | 3 | -4 | x | -18
COc1ccc(OC)c(S(=O)(=O)Nc2c(F)cccc2F)c1 | -2 | 2 | -1 | 0 | 1.2 | -2 | -1 | 1.1 | -9
COc1ccnc(CSC(N)=Nc2ccc(F)cc2)c1 | -2 | 7 | -7 | -12 | 1.2 | 1 | 2 | x | -14
O=C(COc1ccc(Cl)cc1)NNC(=O)c1ccccn1 | 6 | 6 | -9 | -14 | x | -4 | -3 | 1.6 | -3
Cc1ccc2occ(C(c3nnnn3C3CCCC3)N3CCN(C(=O)c4ccco4)CC3)c(=O)c2c1 (stereo unspecified) | 12 | 5 | -2 | -18 | 1.1 | -5 | 3 | 1.6 | 2
Cc1cc(=O)oc(C)c1C(=O)OCC(=O)c1ccc(Br)cc1 | -11 | 9 | 1 | -15 | 1.4 | 3 | 0 | x | -3
CCC(c1nnnn1C(C)(C)C)N(Cc1cccs1)Cc1cc2cc(C)c(C)cc2n2nnnc12 (stereo unspecified) | -10 | 8 | 1 | 1 | 1.2 | -2 | -1 | x | -14
Cc1noc(C)c1CSc1nnc2ccccn12 | 0 | 0 | -7 | -32 | 0.9 | -10 | 1 | 1 | -13
CC(NC(=O)COC(=O)c1ccco1)c1ccccc1 (stereo unspecified) | 2 | -2 | 1 | 2 | x | 2 | 4 | 0.9 | -8
CN(Cc1ccco1)C(=O)c1ccc(N2CCCC2=O)cc1 | 9 | 9 | -4 | 13 | 1.1 | -4 | 5 | 0.7 | -15
O=C(Nc1ccc(F)c(F)c1)NC1CCCCC1 | 7 | 0 | -2 | -5 | 1.4 | -1 | 3 | 0.8 | -10

The list goes on:
SMILES | S1P2 blocker | Rev-RRE block | S1P2 ag | PLK1 PBD inh | MT1-MMP txn act | FAK blocker | EphB4 ephrin blk | PLAP activator | PLK1 kinase inh
O=C(NC(C(=O)c1ccccc1)n1cnccc1=O)c1ccccc1 (stereo unspecified) | 10 | 5 | 0 | 2 | x | -2 | 4 | 1.1 | -17
CCCC(=O)Nc1c(C)nn(C(=O)CCC)c1C | 23 | 8 | -5 | 0 | 1.2 | 5 | 6 | 1 | -9
CCCCN(CCCC)CP(=O)(c1ccccc1)c1ccccc1 | -30 | -3 | -2 | -3 | 1.1 | 0 | -2 | 1.3 | 6
Cc1nc(NC2=NCN(C3CCCCC3C)CN2)nc2ccccc12 (stereo unspecified) | -9 | 13 | -3 | -15 | 0.9 | 3 | 2 | 0.9 | 16
COC(=O)Nc1sc2c(c1C(=O)NCc1ccco1)CCCC2 | 6 | 6 | -4 | -21 | 1 | 1 | 4 | 1.2 | -9
CCOC(=O)C(C)Sc1ncc(-c2ccc(Cl)cc2)cn1 (stereo unspecified) | -11 | 11 | -3 | 9 | x | 1 | -10 | 1.1 | -5
CCOC(=O)Cc1nnc(Nc2ccc(C)cc2)c2ccccc12 | -19 | -4 | -1 | -17 | 1.1 | 0 | -9 | x | -7
Cc1ccc(NS(=O)(=O)c2cc(C(=O)N3CCOCC3)ccc2C)cc1 | 4 | -1 | -1 | -7 | 1.1 | -1 | -2 | 1.1 | -16
CC(=O)C(Sc1nn(C)c(=S)s1)C(=O)Nc1ccccc1 (stereo unspecified) | 9 | 3 | -4 | -7 | 1.1 | -2 | -6 | 1.1 | -12
CCC(=O)Nc1ccc(C(=O)CSc2nnc(-c3ccc(O)cc3)n2CC2CCCO2)cc1OC (stereo unspecified) | 12 | 7 | -1 | 17 | 1 | 1 | 0 | 1 | -15
CCCC(=O)Nc1cccc(C(=O)Nc2nccs2)c1 | 10 | 2 | -11 | 8 | 1.2 | 10 | 2 | 1 | 2
O=C1c2ccccc2C(=O)N1CCCC(=O)N1CCCc2ccccc21 | 1 | 1 | -11 | -9 | 1.3 | 0 | 2 | 1.2 | 1
O=C(COC(=O)c1n[nH]c(=O)c2ccccc12)c1ccccc1 | -9 | 6 | -9 | -10 | x | 2 | 0 | 0.9 | -10
Oc1ccccc1-c1nc(N2CCCC2)c2ccccc2n1 | -35 | 1 | -7 | -17 | 1.1 | -1 | 0 | 0.9 | i
CC(=O)C1=C(c2ccccc2)NC(=O)NC1c1ccccc1OCC(=O)Nc1ccccc1 (stereo unspecified) | 0 | -7 | -8 | -20 | 1.5 | 1 | 0 | 1 | -2
Cc1ccc(NC(=O)COC(=O)C2CCC(=O)N2)c(S(=O)(=O)N2CCOCC2)c1 (stereo unspecified) | 12 | 5 | -2 | -7 | 1.1 | 6 | 1 | 1.1 | -7

Fetched by structure from the entries so far, 5 records:
SMILES | S1P2 blocker | Rev-RRE block | S1P2 ag | PLK1 PBD inh | MT1-MMP txn act | FAK blocker | EphB4 ephrin blk | PLAP activator | PLK1 kinase inh
COC(=O)Nc1sc2c(c1C(=O)NCc1ccco1)CCCC2 | 6 | 6 | -4 | -21 | 1 | 1 | 4 | 1.2 | -9
CCCC(=O)Nc1cccc(C(=O)Nc2nccs2)c1 | 10 | 2 | -11 | 8 | 1.2 | 10 | 2 | 1 | 2
Cc1ccc(NC(=O)COC(=O)C2CCC(=O)N2)c(S(=O)(=O)N2CCOCC2)c1 (stereo unspecified) | 12 | 5 | -2 | -7 | 1.1 | 6 | 1 | 1.1 | -7
CC(=O)C1=C(c2ccccc2)NC(=O)NC1c1ccccc1OCC(=O)Nc1ccccc1 (stereo unspecified) | 0 | -7 | -8 | -20 | 1.5 | 1 | 0 | 1 | -2
Cc1ccc(NS(=O)(=O)c2cc(C(=O)N3CCOCC3)ccc2C)cc1 | 4 | -1 | -1 | -7 | 1.1 | -1 | -2 | 1.1 | -16

Assay outcomes deposited in PubChem BioAssay by several laboratories.

This is a random part of the collection; about 3.9% have a hit in one of these screens.
